Bioassay records from PubChem BioAssay.
TRb-SRC2 inh – disrupts binding of human TR beta to SRC2. actives 0.065% (n = 280,000). AID 1469. TRbeta-SRC2 peptide binding, fluorescence polarization; receptor liganded with 1 µM T3. P10828. Potency, µM (titrated, usually from 106 µM), inactives show at the top dose activity change, negative = inhibition, most hits filed as inhibitors;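 also: plate controls were bound peptide for no effect and peptide without receptor for full effect; nearly all actives have a fitted effect of over 50% in size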
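TRb LBD 0.6 uM + Texas Red SRC2 peptide 20 nM, 1 uM T3, Tris buffer w/ 5% DMSO; compound pinned, 5 h RT; FP read ex 555/em 632; normalized to unbound and bound controls.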
RGS12 GoLoco inh – RGS12 GoLoco-Gai1 interaction inhibition; P63096; actives 0.44% (n = 230,000); Gai1:RGS12 GoLoco peptide FP, rhodamine, 10 min; AID 880; Potency, µM (top dose mostly 61.6 µM), for inactives: top-dose activity, negative = inhibition, most hits filed as inhibitors; active = well fitted inhibition curve with a large enough effect, not every such curve was filed as active; inactive = no such curve, though single readings can be large or run the other way; also: nearly all actives have a fitted effect of over 30% in size; many of its hits are not listed in these tables
Target sequence (P63096 whole entry, looked up): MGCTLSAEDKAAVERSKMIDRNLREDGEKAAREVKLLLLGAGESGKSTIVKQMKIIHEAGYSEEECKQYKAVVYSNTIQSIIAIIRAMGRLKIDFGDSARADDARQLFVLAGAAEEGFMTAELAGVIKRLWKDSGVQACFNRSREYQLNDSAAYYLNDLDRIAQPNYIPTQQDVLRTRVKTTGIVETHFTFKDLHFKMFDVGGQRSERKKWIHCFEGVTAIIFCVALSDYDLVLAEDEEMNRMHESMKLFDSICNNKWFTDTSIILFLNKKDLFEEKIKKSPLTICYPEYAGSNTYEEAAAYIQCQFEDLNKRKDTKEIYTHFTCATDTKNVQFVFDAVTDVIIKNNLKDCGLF
RECQ1 helicase – blocks DNA unwinding by human RECQ1. P46063. RECQ1 DNA unwinding, red fluorescence kinetic read. Potency, µM (doses to about 57.3 µM), for inactives: at the highest dose activity, negative = inhibition, hits mostly inhibitors. actives 0.54% (n = 240,000);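 also: plate controls were vehicle for no effect and no enzyme for full effect; nearly all actives have a fitted effect of over 30% in size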
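RECQ1T1 50 nM; forked duplex (20 bp + 30-nt ss tails) 200 nM, ATP 2 mM final; pH 8.0, 2 mM MgCl2, 2.5 ug/ml poly(dI-dC); 15 min compound preincubation; discontinuous kinetic read over 2 h at RT.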
KDM4E inh – JMJD2E (human) inhibition; B2RXH2; Potency, µM (top dose mostly 57.1 µM), inactives show at the top dose activity change, negative = inhibition, hits mostly inhibitors; JMJD2E catalytic domain, FDH-coupled NADH fluorescence (FDH is formaldehyde dehydrogenase); actives 1.6% (n = 230,000); active = well fitted inhibition curve with a large enough effect, not every such curve was filed as active; inconclusive = small, poorly fitted or top-dose-only effect, or another doubt; inactive = no such curve, though single readings can be large or run the other way;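 also: 0% = wells with enzyme and -100% = buffer wells without enzyme; nearly all actives have a fitted effect of over 50% in size; many of its hits are not listed in these tables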
Target sequence (B2RXH2 1-337 limits assumed): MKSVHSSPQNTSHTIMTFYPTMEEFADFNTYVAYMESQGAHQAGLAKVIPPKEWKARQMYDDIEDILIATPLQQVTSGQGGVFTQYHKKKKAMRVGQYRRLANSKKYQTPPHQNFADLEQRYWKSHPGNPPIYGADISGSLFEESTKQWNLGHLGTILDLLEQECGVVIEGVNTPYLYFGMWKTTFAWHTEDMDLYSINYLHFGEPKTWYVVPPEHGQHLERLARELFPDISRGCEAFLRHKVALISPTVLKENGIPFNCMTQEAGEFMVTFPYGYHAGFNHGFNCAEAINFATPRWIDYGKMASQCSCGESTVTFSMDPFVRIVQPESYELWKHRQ
TR SRC2 fluor cs – counter-screen for TRb-SRC2 inhibitors: fluorescence interference; actives 0.29% (n = 280,000); TRb/SRC2 Texas Red total fluorescence interference; Potency, µM (series often up to 106 µM), for inactives: at the highest dose fluorescence change, negative = quenching; active = well fitted curve in either direction with a large enough effect; inconclusive = small, poorly fitted or top-dose-only effect
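Human TRb ligand-binding domain at 0.6 uM with 20 nM Texas Red SRC2 peptide in Tris buffer containing 1 uM T3 and 5% DMSO, incubated with compound 5 h at ambient temperature. Total fluorescence (555/632 nm) calculated as parallel + 2 × perpendicular.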
L3MBTL1 inh – inhibitors of human L3MBTL1 | AlphaScreen L3MBTL1–H3K9me1 peptide binding | Potency, µM (titrated, usually from 57.1 µM), inactives show top-dose activity, negative = inhibition, most hits filed as inhibitors | actives 0.66% (n = 230,000) | AID 485360; also: nearly all actives have a fitted effect of over 60% in size
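Displacement of a biotinylated histone H3(1-15) peptide monomethylated at Lys9 (75 nM) from L3MBTL1 (50 nM) was measured by AlphaScreen after a 30 min room-temperature compound incubation; cefsulodin titration served as intraplate control.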
Tau fibril FP – inhibitors of human tau fibril formation. P10636. K18 P301L tau heparin fibrillization, Alexa594 FP, 6 h. Potency, µM (titrated, usually from 57.7 µM), for inactives: at the highest dose activity, negative = inhibition, usual class: inhibitors. actives 0.39% (n = 280,000); also: nearly all actives have a fitted effect of over 55% in size
Target sequence (P10636 561-689 P618L limits assumed): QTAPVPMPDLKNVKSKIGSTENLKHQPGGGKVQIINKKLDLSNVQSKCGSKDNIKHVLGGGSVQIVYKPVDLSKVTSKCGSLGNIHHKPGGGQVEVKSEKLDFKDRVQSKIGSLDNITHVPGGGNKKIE
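Read-out: fluorescence polarization of Alexa 594-labeled tau (0.24 uM), 555 nm excitation, 632 nm emission. Mixtures held 15 uM unlabeled K18 P301L, compound and 20 uM heparin, pH 7 acetate buffer, incubated 6 hr at 37 C.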
Tau fibril ThT – inhibitors of human tau fibril formation, thioflavin T binding; P10636; recombinant tau K18 P301L (four-repeat tau fragment), heparin-induced fibrillization, ThT fluorescence; Potency, µM (doses to about 57.4 µM), for the others: at the top dose activity, negative = inhibition, usual class: inhibitors; actives 2.1% (n = 270,000); AID 1460; also: nearly all actives have a fitted effect of over 55% in size
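Heparin-induced (20 uM) aggregation of recombinant human K18 P301L tau, 15 uM unlabeled with 0.24 uM labeled, pH 7 acetate buffer, 6 hr at 37 C with compound. Fibrils quantified by 30 uM ThT fluorescence after 1 hr ambient incubation.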
The depositor's hits bear a star; i = inactive; u = inconclusive; x = no result given; [ ] = another dose, or the depositor's remark. Unless noted, calls follow the shape of the dose curve; as a rule, active = well fitted curve in the direction sought with a large enough effect; inconclusive = small, poorly fitted or top-dose-only effect, or another doubt; inactive = no such curve, though single readings can be large; an effect the other way counts as inactive or inconclusive. Unless noted, % is scaled to controls: 0 for no effect and ±100 for the full control effect; potency is read from the fitted curve at half-maximal effect.

SMILES	TRb-SRC2 inh	RGS12 GoLoco inh	RECQ1 helicase	KDM4E inh	TR SRC2 fluor cs	L3MBTL1 inh	Tau fibril FP	Tau fibril ThT
COc1cccc(/C=C2/SC(=O)N(C)C2=O)c1OCc1ccc(C(=O)O)cc1	3.9%[53 µM]	7.3%	42.9%	-2.7%	-4.1%[53 µM]	-11.1%	-5.1%	5.1%
O=C(Nc1ccc(OC(F)(F)F)cc1)Nc1cccnc1	-7.7%	-5.1%	-15.5%	-2.8%	-0.6%	3.2%	-13.2%	6.0%
CC1(C)CC(=O)c2cc(OCC(=O)NCCN3CCOCC3)ccc2O1	-1.0%	-0.1%	-13.0%	u	0.0%	x	5.3%	-2.1%
O=S1(=O)N=C(N=Nc2c(O)[nH]c3ccccc23)c2ccccc21	10.9%	6.2%	-11.4%	4.4%	-0.3%	-12.0%	6.9%	10.4%
CCOC(=O)Cc1csc(NC(=O)CSc2nnc(C)n2C)n1	-1.6%	0.1%	-1.0%	-2.1%	-0.6%	5.7%	-2.2%	-11.4%
CCCCNCc1nc2ccccc2c(=O)[nH]1	-1.6%	-2.6%	-2.4%	-17.3%	-3.8%	x	-8.3%	-8.5%
CCOC(=O)c1c(NC(=O)CN2CCOCC2)sc2c1CCCC2=O	3.8%	6.9%	-2.1%	-13.4%	-2.0%	-2.1%	-12.4%	8.7%
COC(=O)c1ccccc1NC(=O)Oc1ccc(F)cc1	-3.8%	7.5%	12.8%	u	-3.8%	5.9%	-6.2%	-4.1%
Cc1c(NC(=O)NC(=O)c2ccc(F)cc2)c(=O)n(-c2ccccc2)n1C	-2.6%	9.5%	-6.1%	3.6%	-2.0%	-2.3%	2.2%	-8.4%
CCOC(=O)C(C)Sc1nnc2cc(C)c3ccccc3n12 (stereo not given)	-1.1%	x	x	x	-15.7%	x	-4.1%	-1.6%
O=C(COc1ccc(Cl)cc1Cl)NNC(=S)NCc1ccco1	0.7%	13.1%	-15.7%	26.3%	-2.2%	-13.4%	10.5%	-18.3%
N#CC1=C(N)OC2=C(C(=O)CCC2)C1c1ccsc1 (stereo not given)	-1.4%	-0.4%	i	-3.3%	-0.3%	-2.9%	-11.4%	-7.3%
CCN=C1S/C(=C\c2ccc(Sc3ccc(Cl)cc3)o2)C(=O)N1CC	1.3%	-4.7%	4.4%	1.9%	-3.7%	6.2%	-2.0%	-14.5%
CC1CCN(CCCOc2ccc(Cl)cc2Br)CC1	-4.6%	-12.2%	-1.4%	u	-2.3%	3.7%	5.0%	-2.5%
CC(=O)Nc1ccccc1-c1nc2ccccc2n(C(C)C(=O)Nc2cccc(C)c2C)c1=O (stereo not given)	1.5%	x	x	x	-2.1%	x	-5.2%	5.9%
c1coc(-c2ncc[nH]2)c1	2.2%	-67.6%	-9.4%	-7.1%	1.9%	-4.2%	-0.7%	-8.6%
COc1cc2c3cc1Oc1cc(ccc1O)CC1c4c(cc(OC)c(O)c4Oc4ccc(cc4)CC3N(C)CC2)CC[N+]1(C)C (stereo not given)	-8.8%	-1.6%	5.9%	5.4%	-3.5%	x	-1.6%	-6.8%
COc1cc2c(cc1OC)CN(CC(=O)Nc1ccc3c(c1)OC(F)(F)O3)CC2	-4.0%	-14.5%	4.0%	-7.9%	-4.8%	x	-0.5%	-17.4%
Cc1ccc2nc3c(c(C(=O)O)c2c1)CCC3	0.0%	-1.5%	i	-4.5%	-1.6%	u	3.6%	5.7%
CCCNC(=O)C1CC(=O)N(c2ccc(OCC(=O)Nc3cc(C)cc(C)c3)cc2)C1 (stereo not given)	2.9%	7.4%	-8.0%	-2.7%	-0.7%	1.3%	3.8%	1.7%
CCN1CCN(C(=O)C2CCN(C(=O)c3cc4sccc4n3CC)CC2)CC1	-14.8%	5.0%	i	-4.6%	-1.4%	0.6%	-1.4%	16.2%
Nc1ccccc1SCC(=O)Nc1ccc(N2CCOCC2)cc1	0.5%	-9.0%	-1.1%	-3.0%	0.4%	-0.8%	1.8%	u
COc1ccc(CNC(=O)c2cc3c(=O)n4cccc(C)c4nc3s2)cc1	2.8%	x	x	x	9.0%	x	-13.4%	-5.1%
CCc1ccc(-c2nc(CS(=O)CC(=O)NCc3ccc(F)cc3)c(C)o2)cc1 (stereo not given)	0.8%	x	x	x	-1.3%	x	11.2%	-8.6%
CC(C)c1ccc(-c2nnc3n(CCc4ccccc4)c(=O)c4ccccc4n23)cc1	2.3%	x	x	x	-1.0%	x	-0.3%	-0.6%
SMILES	TRb-SRC2 inh	RGS12 GoLoco inh	RECQ1 helicase	KDM4E inh	TR SRC2 fluor cs	L3MBTL1 inh	Tau fibril FP	Tau fibril ThT
CC(C)NS(=O)(=O)c1ccc(CCC(=O)Nc2ccc3c(c2)OCCO3)cc1	9.2%	0.9%	1.7%	3.2%	-20.1%	10.1%	10.1%	-1.3%
O=C(Cc1ccc(F)cc1)N1CCC(N2CCC(C(=O)N3CCOCC3)CC2)CC1	-4.0%	16.2%	15.7%	-0.5%	-1.3%	0.1%	-3.2%	-3.3%
CCN(CCn1cccn1)C(=O)CC1C(=O)NCCN1Cc1ccc(F)cc1 (stereo not given)	5.0%	-0.1%	11.4%	-3.9%	-1.3%	10.6%	-1.3%	1.9%
COC(=O)[C@H](C)NC(=O)Nc1ccccc1F	4.9%	2.4%	i	-3.7%	1.7%	x	-3.8%	-1.0%
COc1ccccc1Nc1nc(N)nc(CN2CCCCCC2)n1	-8.2%	2.9%	-1.8%	u	-4.2%	u	2.4%	-16.0%
COCCCn1c(O)c(/C=C2\N=C(C#N)C(=Nc3ccc(C)cc3)O2)sc1=S	8.8%	65.0%[activator]	-6.7%	u	5.3%	-28.1%	u	11.2µM*
O=C(NCc1nc2ccccc2[nH]1)C1=C[C@H](c2ccccc2)C[C@H](OCc2ccc(CO)cc2)O1	-10.0%	1.5%	-8.8%	-8.7%	-2.2%	38.2%	-11.7%	u
CN1C(C(=O)NCc2cccc(Br)c2)CC2Cn3c(nc4ccccc43)C21 (stereo not given)	-0.3%	3.7%	12.4%	13.0%	-1.1%	x	0.8%	2.3%
COc1cc(C2CC(=O)n3c(nc4ccccc43)S2)cc(OC)c1OC (stereo not given)	6.0%	8.1%	13.2%	u	-0.5%	27.9%	-1.1%	-2.4%
CCCN1CCN(C(=O)Cn2cnc3ccc(S(=O)(=O)N4CCC(C)CC4)cc3c2=O)CC1	0.1%	-4.8%	-0.9%	9.5%	-0.6%	x	-3.1%	7.3%
Brc1ccc(-c2nc3ncccn3c2Nc2ccc3c(c2)OCCO3)o1	-24.0%	3.0%	-8.1%	-0.2%	0.7%	x	-3.1%	u
CC(C)(C)C(=O)Nc1nc2cc3c(cc2s1)OCO3	-4.8%	6.4%	-1.4%	11.3%	-1.8%	-4.6%	-9.9%	-5.8%
O=C(O)C1Sc2[nH]c(=O)sc2C2c3ccc(O)cc3OC(=O)C12 (stereo not given)	1.2%	-9.2%	28.1%	u	2.7%	-1.8%	7.0%	-18.1%
O=C(O)c1cc(S(=O)(=O)N2CCOCC2)ccc1N1CCCCC1	2.2%	11.7%	i	13.1%	-0.1%	5.1%	2.0%	-3.8%
CC(C)NC(=O)COC(=O)c1ccccc1Oc1ccccc1	-8.8%	9.7%	-6.8%	-4.4%	-2.0%	x	-1.1%	-3.8%
CCc1cccc(C)c1NC(=O)Cn1c(=O)n(-c2ccc(C)cc2)c(=O)c2c1cnn2C	-0.2%	x	x	x	-0.4%	x	-2.1%	-7.8%
Cc1ccc(OCc2n[nH]c(=S)n2N)cc1C	-14.1%	5.9%	-16.5%	-2.9%	-0.8%	x	-8.6%	-0.3%
COc1ccc(C)cc1Nc1n[n+](C)c(-c2ccc(C(=O)O)cc2)s1	4.0%	-1.9%	i	4.2%	-0.7%	x	1.4%	-9.7%
COC(=O)c1ccccc1NC(=O)COC(=O)CSc1nnc(N)s1	-1.3%	4.7%	-6.1%	-21.6%	1.8%	x	-2.1%	-12.8%
Cc1cc(N=Nc2ccc(Cl)cc2)cc(CN2CCOCC2)c1O	2.9%	6.0%	-25.8%	-11.5%	-2.8%	u	11.9%	u
COc1ccc(C)cc1NC(=O)c1cc(S(=O)(=O)N2CCCCC2)c[nH]1	1.2%	x	x	x	-1.1%	x	10.4%	-2.6%
Cc1ccc(N2CCN(CC(O)COc3cccc4ccccc34)CC2)cc1 (stereo not given)	-0.5%	0.2%	1.1%	-19.6%	-3.2%	x	u	u
O=C(c1ccccc1)c1cc(-c2ccccc2)on1	-0.6%	-5.1%	-15.5%	0.8%	0.8%	x	-6.0%	u
CC(C)c1ccccc1OCCNC(=O)c1cncc(Br)c1	4.9%	0.0%	-14.2%	2.9%	-1.3%	6.4%	1.6%	-6.3%
COc1cc(Cl)ccc1NC(=O)COc1ccccc1C(=O)NN	-5.7%	2.4%	-3.7%	16.3%	-5.0%	-5.4%	-2.9%	-0.5%
O=C(Cn1c(-c2cccs2)cc2cc(F)ccc21)NCCCN1CCN(c2ccc(F)cc2)CC1	2.6%	x	x	x	-17.4%	x	-1.0%	-4.3%

An excerpt of these results, bar-delimited.
SMILES | TRb-SRC2 inh | RGS12 GoLoco inh | RECQ1 helicase | KDM4E inh | TR SRC2 fluor cs | L3MBTL1 inh | Tau fibril FP | Tau fibril ThT
O=C(Cn1c(-c2cccs2)cc2cc(F)ccc21)NCCCN1CCN(c2ccc(F)cc2)CC1 | 2.6% | x | x | x | -17.4% | x | -1.0% | -4.3%
CC(C)NS(=O)(=O)c1ccc(CCC(=O)Nc2ccc3c(c2)OCCO3)cc1 | 9.2% | 0.9% | 1.7% | 3.2% | -20.1% | 10.1% | 10.1% | -1.3%
CC(C)NC(=O)COC(=O)c1ccccc1Oc1ccccc1 | -8.8% | 9.7% | -6.8% | -4.4% | -2.0% | x | -1.1% | -3.8%
COC(=O)c1ccccc1NC(=O)COC(=O)CSc1nnc(N)s1 | -1.3% | 4.7% | -6.1% | -21.6% | 1.8% | x | -2.1% | -12.8%
CC(C)c1ccccc1OCCNC(=O)c1cncc(Br)c1 | 4.9% | 0.0% | -14.2% | 2.9% | -1.3% | 6.4% | 1.6% | -6.3%
O=C(NCc1nc2ccccc2[nH]1)C1=C[C@H](c2ccccc2)C[C@H](OCc2ccc(CO)cc2)O1 | -10.0% | 1.5% | -8.8% | -8.7% | -2.2% | 38.2% | -11.7% | u

These rows are one share of the data (hit frequency here may not be typical).
